High-throughput results: PubChem BioAssay, several laboratories
Runt-CBFb FRET – blocks binding of human RUNX1 Runt domain to CBFb | actives 0.46% (n = 220,000) | Cerulean-Runt/Venus-CBFb FRET ratio 530/480, 1 h | Q01196+Q13951 | inhibition, % at 20 µM;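 active = inhibition over about 50% at 20 µM in the single-dose screen, limit read from the data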;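 also: 0% = DMSO wells and 100% = excess unlabeled CBFb competitor control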
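Buffer or medium: Tris pH 7.5 buffer with BSA. Assay system: Cerulean-labeled Runt domain protein. Amount: each fluorescent fusion protein 100 nM. Read-out basis: loss of energy transfer signal. Incubation: 1 h compound exposure, room temperature. Probe or stimulus: Venus-CBFb binding partner, 100 nM. Detection: FRET, excitation 422 nm, emission at 530 and 480 nm.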
S1P4 antagonist – blocks the human S1P4 receptor; O95977; S1P4-expressing cells, antagonist mode, reporter read-out; inhibition, % at 4.98 µM; actives 0.26% (n = 220,000); AID 1510; in the data active = inhibition above about 29%;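 also: 0% = wells stimulated with agonist and 100% = vehicle wells without agonist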
Target sequence (O95977 whole entry, looked up): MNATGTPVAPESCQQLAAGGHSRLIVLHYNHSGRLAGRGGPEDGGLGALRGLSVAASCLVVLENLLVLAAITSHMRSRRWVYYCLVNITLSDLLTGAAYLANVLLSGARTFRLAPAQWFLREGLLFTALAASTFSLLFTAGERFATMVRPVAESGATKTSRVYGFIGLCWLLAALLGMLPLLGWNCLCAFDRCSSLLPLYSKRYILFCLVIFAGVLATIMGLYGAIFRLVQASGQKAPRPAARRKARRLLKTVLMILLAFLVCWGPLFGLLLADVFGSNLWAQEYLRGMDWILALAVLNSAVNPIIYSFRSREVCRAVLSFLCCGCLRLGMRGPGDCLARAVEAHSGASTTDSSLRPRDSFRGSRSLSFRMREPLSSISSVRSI
NPY-Y1 PAM-ag – potentiates or activates human NPY-Y1 receptor; NPY-Y1 expressing cells, potentiator/agonist activation; activation, % at 3.6 µM; actives 0.37% (n = 220,000); AID 1304; in the data active = activation above about 33%, passing the limit was not always enough;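 also: cells stimulated with NPY at EC10 then isoproterenol at EC100; 0% = low agonist plus stimulus and 100% = saturating agonist plus stimulus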
Target sequence (P25929 whole entry, looked up): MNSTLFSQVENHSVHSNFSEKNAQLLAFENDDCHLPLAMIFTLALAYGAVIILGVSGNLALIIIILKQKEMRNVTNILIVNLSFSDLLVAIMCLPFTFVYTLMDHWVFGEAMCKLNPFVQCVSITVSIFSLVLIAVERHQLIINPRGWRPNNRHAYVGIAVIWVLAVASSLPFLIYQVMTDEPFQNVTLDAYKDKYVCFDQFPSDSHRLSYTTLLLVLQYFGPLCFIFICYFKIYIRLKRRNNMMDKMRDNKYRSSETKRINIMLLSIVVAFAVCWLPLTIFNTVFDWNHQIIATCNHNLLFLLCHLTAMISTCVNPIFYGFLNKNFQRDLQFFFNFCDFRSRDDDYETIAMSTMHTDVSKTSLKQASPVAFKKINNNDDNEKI
Ba/F3 V617F tox – lowers viability of Ba/F3 cells expressing EpoR and JAK2V617F. ATP luminescence. inhibition, % at 5.6 µM. actives 1.1% (n = 220,000). AID 1446;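 active = inhibition above the campaign mean plus 3 SD over all tested compounds, cut at about 24% in these data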;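 also: cytokine-independent growth of Ba/F3 cells driven by EpoR plus mutant JAK2; 0% = DMSO-treated cells and 100% = JAK inhibitor I control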
BaF3 parental – counter-screen for JAK2V617F inhibitors: parental Ba/F3 viability inhibitors. CellTiter-Glo ATP luminescence. actives 1.1% (n = 220,000). inhibition, % at 5.6 µM. AID 1486;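 active = inhibition above a per-campaign cutoff, the mean inhibition of all tested compounds plus 3 SD, cut at about 27% in these data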;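 also: 0% = DMSO wells and 100% = JAK Inhibitor I control wells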
NPY-Y1 antag – NPY-Y1 (human) receptor antagonism. HEK293-CNG Y1 cells, membrane potential fluorescence; NPY at EC95, then isoproterenol. actives 1% (n = 200,000). inhibition, % at 3.6 µM. AID 1040. P25929;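 active = inhibition above the campaign mean inhibition of all tested compounds plus 3 SD, cut at about 20% in these data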;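 also: 0% = DMSO wells given NPY plus isoproterenol and 100% = isoproterenol alone without NPY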
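material = HEK293 cells with Y1 receptor plus CNG channel | also added = NPY 25 nM then isoproterenol 1 µM plus Ro 20-1724 25 µM | schedule = dye 3 h, compound 60 min room temperature, stimulation 45 min | measured by = membrane potential fluorescence | benchmarks = high control isoproterenol alone, low control NPY with isoproterenol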
S1P4 ag – human S1P4 receptor agonism; S1P4-expressing cell line, agonist reporter assay; activation, % at 4.98 µM; actives 0.35% (n = 220,000); AID 1509; in the data active = activation above about 11%;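 also: 0% = DMSO vehicle and 100% = reference agonist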
RBBP9 inhibitor – human RBBP9 hydrolase inhibition. O75884. inhibition, % at 7.94 µM. actives 0.2% (n = 220,000). recombinant RBBP9, FP-Rh probe fluorescence polarization;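 active = inhibition above the campaign mean of all tested compounds plus 3 SD, cut at about 14% in these data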;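 also: plate controls were DMSO wells with RBBP9 for no effect and wells lacking RBBP9 protein for full effect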
Target sequence (O75884 whole entry, looked up): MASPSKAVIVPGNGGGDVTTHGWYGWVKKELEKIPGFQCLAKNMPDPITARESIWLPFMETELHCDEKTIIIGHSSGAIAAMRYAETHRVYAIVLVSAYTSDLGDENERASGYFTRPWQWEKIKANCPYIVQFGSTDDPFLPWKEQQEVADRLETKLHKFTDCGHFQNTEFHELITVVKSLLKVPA
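Controls: DMSO-treated enzyme wells and wells lacking RBBP9 | Material: RBBP9 protein | Technique: Fluorescence polarization | Replication: Single well per compound, no replicates | Buffer or medium: Tris-NaCl-Pluronic buffer, pH 8.0 | Timing: 30 min compound preincubation, 45 min probe labeling, 25 °C | Read-out basis: Percent inhibition from mP, scaled between DMSO and no-protein wells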
NPY-Y2 PAM-ag – potentiates or activates human NPY-Y2 receptor | P49146 | cells expressing NPY-Y2, potentiator/agonist read-out | activation, % at 3.6 µM | actives 0.45% (n = 220,000); in the data active = activation above about 27%;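 also: cells stimulated with NPY near EC25 plus isoproterenol at EC100; 0% = vehicle plus submaximal agonist and 100% = vehicle plus saturating agonist; some results beyond the cut were filed as inactive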
* hit, by the source's call; · = not tested or not shown.

structure	Runt-CBFb FRET	S1P4 antagonist	NPY-Y1 PAM-ag	Ba/F3 V617F tox	BaF3 parental	NPY-Y1 antag	S1P4 ag	RBBP9 inhibitor	NPY-Y2 PAM-ag
CC(C)OCCCNC(=O)c1ccc(Br)cc1	5	-9	2	0	3	6	0.8	1	15
O=C(c1cccc(F)c1)N1CCN(C(=O)c2cc(-c3ccc(Cl)cc3Cl)on2)CC1	-5	-5	-52	-2	4	1	-1.8	3	2
O=C1c2cccc3cccc(c23)C(=O)N1c1nncs1	-2	-2	5	-3	0	1	-1.3	-1	6
Cc1ccc(NC(=O)c2ccccc2OCC(=O)c2ccc(F)cc2)cc1	0	-18	-8	-1	5	-1	0.6	-7	6
COC(=O)C(Cc1ccccc1)N1CCS(=O)(=O)CC1 (configuration not stated)	0	1	-10	6	10	6	0.6	-3	3
O=C(Nc1ccccc1O)c1cc(S(=O)(=O)N2CCOCC2)ccc1Cl	3	-11	-10	-2	1	0	0.3	-10	11
O=C(O)CCCCCNc1ncnc2ccc(Br)cc12	1	-5	11	1	11	3	-0.5	-5	-14
COc1ccc(-c2nnc(SCc3ccc(C(=O)O)cc3)n2N)cc1	-1	1	-21	-1	-1	·	0.2	0	8
CN(C)C(=O)c1c(NC(=O)c2ccco2)sc2c1CCCCC2	2	10	-44	1	3	6	0.3	-4	-4
CC(C)Cc1nnc(NC(=O)CSc2nc(O)c(-c3ccccc3)c(=O)[nH]2)s1	2	-2	-8	4	6	8	-2.0	-3	-9
CC(/C=N/NC(=O)c1cc(-c2ccc3ccccc3c2)n[nH]1)=C\c1ccco1	3	1	-17	2	5	3	1.3	-18	-15
O=C(CSc1nnc(CNc2cccc(Cl)c2)o1)OC1CCCCC1	-9	-3	31	1	6	-1	-0.3	-1	15
CNC(=O)CSc1nnc(-c2cc(C)cc(C)c2)o1	1	6	5	-3	7	2	2.2	2	-1
COc1cc(-c2nnc(SCC(=O)/C(C#N)=C(\C)N)o2)cc(OC)c1OC	-1	-10	-18	2	7	1	-2.2	-6	-6
Cc1cc(Oc2ccccc2F)nc(NCc2ccccc2)n1	0	-11	-8	-3	2	26*	-0.6	-9	-39
CCOc1cc(C)c(Cl)cc1S(=O)(=O)n1cnc2ccccc21	-4	-8	-4	-1	0	6	-1.7	-6	-6
Cc1ccc(NC(=O)c2ccccn2)cc1S(=O)(=O)N1CCOCC1	0	-19	10	-1	4	0	3.4	-8	3
COc1ccc(S(=O)(=O)NC(C(=O)NCCc2ccccn2)C(C)C)cc1 (configuration not stated)	2	-4	-13	3	6	-1	0.9	-9	6
O=C(Nc1cccc(C(F)(F)F)c1)c1ccc(-n2cncn2)nc1	0	-13	-5	0	3	-4	0.8	-6	2
COc1ccccc1-c1c(C)nn2c(-c3ccccc3)cc(C)nc12	-4	0	10	2	4	·	0.0	-7	7
O=C(C1CCCO1)N(Cc1ccccc1)c1ccccc1 (configuration not stated)	2	-20	7	-5	0	-1	0.2	-4	-2
CC(C)C(C(=O)Nc1cccnc1)N1C(=O)c2ccccc2C1=O (configuration not stated)	-1	-23	3	8	11	0	-0.2	-6	-14
CSc1ncccc1C(=O)OCC(=O)NC(=O)NCCC(C)C	-1	-20	0	1	0	6	0.7	-7	-5
COc1ccc(/C=C/C(=O)Oc2cccc(/C=N/NC(=O)Cc3ccc(Br)cc3)c2)cc1	0	1	-6	-1	-9	·	1.3	-4	-18
Cc1ccc(S(=O)(=O)Cn2nnnc2C(CC(C)C)N2CCN(C(=O)c3ccco3)CC2)cc1 (configuration not stated)	-9	8	-9	1	6	-4	-0.2	-6	-19
O=C(/C=C/c1ccc(Cl)cc1)N1CCN(c2ccccc2[N+](=O)[O-])CC1	-1	-29	-43	4	7	14	-0.2	1	-21
COc1ccc(CNC(=O)CN(C(=O)CCC(=O)Nc2ccccn2)c2ccccc2OC)cc1	1	2	-2	0	2	1	1.9	-6	12
Cc1cc(C)c(C(=O)Nc2ccc(C)c(C)c2)c(CC(C)(C)C(=O)O)c1	-1	6	-8	-7	0	·	-1.2	2	0
O=C(NCc1cccnc1)C1CCN(S(=O)(=O)c2cccs2)CC1	0	-4	-23	-1	3	0	1.9	-7	6
Cc1cccc(NC(=S)N(CCN(C)C)Cc2cccs2)c1	0	-2	-6	2	5	0	-2.2	-11	-8
CCCN1C2CCCC1CC(NC(=O)c1ccccc1)C2 (configuration not stated)	-1	-2	-11	-3	2	2	0.1	6	-19
O=C(Nc1ccc(Cl)cn1)Nc1ccccc1F	2	-12	15	-4	0	-7	-2.6	-1	21
O=C(CSc1nc2ccccc2[nH]1)Nc1ccccc1N1CCOCC1	1	-8	-1	1	1	-1	0.1	-4	13
CC(=O)Nc1nonc1-c1nc2ccccc2n1Cc1ccccn1	-2	-7	1	1	1	1	0.3	0	13
CCOC(=O)c1ccc(NC(=O)C(C)NS(=O)(=O)c2ccc(OC)cc2)cc1 (configuration not stated)	1	-16	12	-2	0	-1	-0.3	-12	-1
Cc1cc(C)cc(-n2cc(C(=O)O)c(=O)cc2C)c1	2	-8	-1	3	-1	-2	0.8	-4	2
CCCc1nc(N)nc2c1C(=O)CC(C)(C)C2	0	-11	-11	4	11	7	-1.7	-9	-15
CC12CN3CCN(CC(C3)/C1=N\NC(=O)c1ccccc1N)C2	-1	0	24	-2	-3	·	-0.1	-6	-1
Cc1cc(N)n(-c2ccc(S(N)(=O)=O)cc2[N+](=O)[O-])n1	-2	-17	-15	1	6	4	1.0	1	-7
CN(CCc1ccccn1)C(=O)CCC1CCCN(C(=O)c2ccccn2)C1 (configuration not stated)	-1	-10	-1	1	3	0	-1.4	-13	4
CCN(c1ccccc1)S(=O)(=O)c1ccc2[nH]cc(C(=O)N3CCOCC3)c(=O)c2c1	1	-16	-8	3	4	1	-1.6	2	-6
O=C(c1cccc(Oc2ccccc2)c1)N1CCN(c2ccccn2)CC1	-2	-6	-34	1	6	10	1.1	-8	-12
COc1ccc2[nH]c(=O)c(CN(C)C(=O)C3CCCCC3)cc2c1	0	3	-25	-6	0	-2	1.2	-5	3
N#CCSc1nnc(-c2cnccn2)n1Cc1ccccc1	3	-4	-11	-3	-2	-1	-0.2	-3	-3
Cc1nc2ccccc2c(=O)n1/N=C/c1ccccn1	3	0	2	0	0	0	0.6	-3	16
COc1ccc(C(C)(C)C)cc1NC(=O)C1CC=CCC1C(=O)O (configuration not stated)	-1	5	-3	-4	2	-2	-2.2	-3	8
Cc1cc(SCC(=O)OCC(=O)NCC2CCCO2)c(C)cc1Br (configuration not stated)	-3	-2	-17	3	9	7	1.3	-3	-25
O=C(COC(=O)C1CCN(S(=O)(=O)c2cccs2)CC1)c1ccc2c(c1)OCCO2	0	10	-21	-4	3	12	-2.5	4	-9
CCOC(=O)N1CCN(CCC(=O)Nc2cc([N+](=O)[O-])ccc2OC)CC1	-2	-4	9	-2	1	-2	0.5	2	-4
CCOC(=O)c1c(C)[nH]c(C)c1C(=O)COC(=O)c1cc2ccccc2cc1O	2	-8	-10	-1	7	9	0.8	-3	9

More structures:
structure	Runt-CBFb FRET	S1P4 antagonist	NPY-Y1 PAM-ag	Ba/F3 V617F tox	BaF3 parental	NPY-Y1 antag	S1P4 ag	RBBP9 inhibitor	NPY-Y2 PAM-ag
CCCC(C)NC(=O)c1ccc(OCc2ccc(Cl)cc2)c(OC)c1 (configuration not stated)	0	-8	-34	4	6	1	3.0	-14	-5
Cn1c2ccccc2c2ncn(Cc3ccc(F)cc3)c(=O)c21	0	-5	-18	1	1	·	0.2	-7	-33
COc1cc2nc3occc3c(OC)c2cc1OC	-3	6	-13	3	10	7	0.2	-7	-2
O=C1c2ccccc2C(=O)N1CCCCSc1nnnn1-c1ccccc1	-2	-2	-26	-3	2	3	-0.2	-11	-4
COC(=O)c1cc(Br)c(=O)n(CCN2CCCCC2)c1	-2	-13	-1	1	1	4	-0.6	-2	13
O=C(COC(=O)Cn1cnc2ccccc2c1=O)NCC12CC3CC(CC(C3)C1)C2	-2	-16	-8	-1	5	6	0.6	2	-9
COc1ccc(/C=N/NC(=O)c2ccco2)cc1OCc1ccccc1	0	8	0	-3	0	·	-1.1	9	-35
NC(=O)c1ccc(NC(=O)COC(=O)CCC(=O)c2ccc(Cl)cc2)cc1	-30	-12	-14	-3	3	9	-0.5	-5	-4
CC(C)NC(=O)C1(O)c2ccccc2NC(=O)N1c1ccc(Cl)c(Cl)c1 (configuration not stated)	-1	-2	-2	4	6	6	2.7	-6	9
CC(=O)c1ccc(NC(=O)C2(c3ccccc3)CC2(Cl)Cl)cc1 (configuration not stated)	2	4	12	-4	5	·	-1.5	1	1
COc1ccc(-c2nc3nc(N)nn3cc2C)cc1F	0	-1	-1	3	8	1	4.1	0	-25
CCN(CC)C(=O)c1c([N+](=O)[O-])c(C(C)(C)C)nn1C	20	-10	8	1	3	8	2.1	-8	0
O=S(=O)(c1ccccc1)N1CCn2c(nc3ccccc32)C1	-2	-26	-9	-2	8	0	1.6	-5	-5
CCOc1ccc(N2C(=O)c3cccnc3C2=O)cc1	-3	-15	10	3	1	-5	1.5	-4	6
CC1=C(C(=O)OCC(C)C)C2(O)C(=O)c3ccccc3C2(O)N1 (configuration not stated)	0	-9	17	1	6	8	0.2	-7	-7
COc1ccc(C2C(C(=O)N3CCN(c4ccccn4)CC3)CCC(=O)N2c2ccc(OC)cc2)cc1 (configuration not stated)	1	-4	-4	-3	4	7	-0.3	-5	-9
Cc1ccccc1-n1ccnc1SCC(=O)NCc1ccco1	0	4	8	-5	1	7	0.4	-3	0
Cc1nc(NCCc2ccc(S(N)(=O)=O)cc2)c2c3c(sc2n1)CCC3	0	-22	-4	2	6	5	-0.8	5	1
CCNC(=O)NC(=O)C(C)OC(=O)Cc1coc2cc3c(cc12)CCC3 (configuration not stated)	-3	-14	12	0	7	-2	2.4	-3	6
Cc1cc(C)cc(N2CC(O)=C(c3nc4ccccc4c(=O)[nH]3)C2=N)c1	-3	-11	-18	-4	1	3	2.1	5	12
O=C(N/N=C\c1cc(Cl)ccc1O)c1ccc(S(=O)(=O)N2CCCCC2)cc1	-55	-12	-5	-3	5	4	2.8	-10	-1
Cc1ccccc1NC(=S)Nc1cccc2cnccc12	33	-11	4	2	6	3	-1.5	4	3
